Screening results (PubChem)
KDM5B inhibitor: Primary screen for KDM5B Histone Demethylases FDH-coupled qHTS. Lysine-specific demethylase 5B (Homo sapiens), Q9UGL1. KDM5B demethylase, FDH-coupled NADH fluorescence (FDH is formaldehyde dehydrogenase). Potency, µM (doses to about 57.7 µM), for the others: at the top dose activity change, negative = inhibition, most hits filed as inhibitors. 220,000 tested, 2.6% active. AID 1347165, 2019; active means well fitted inhibition curve with a large enough effect; inconclusive means small, poorly fitted or top-dose-only effect; inactive means no such curve, though single readings can be large or run the other way; further: 0% is about no effect; nearly all actives have a fitted effect of over 70% in size
Target sequence (Q9UGL1 whole entry, looked up): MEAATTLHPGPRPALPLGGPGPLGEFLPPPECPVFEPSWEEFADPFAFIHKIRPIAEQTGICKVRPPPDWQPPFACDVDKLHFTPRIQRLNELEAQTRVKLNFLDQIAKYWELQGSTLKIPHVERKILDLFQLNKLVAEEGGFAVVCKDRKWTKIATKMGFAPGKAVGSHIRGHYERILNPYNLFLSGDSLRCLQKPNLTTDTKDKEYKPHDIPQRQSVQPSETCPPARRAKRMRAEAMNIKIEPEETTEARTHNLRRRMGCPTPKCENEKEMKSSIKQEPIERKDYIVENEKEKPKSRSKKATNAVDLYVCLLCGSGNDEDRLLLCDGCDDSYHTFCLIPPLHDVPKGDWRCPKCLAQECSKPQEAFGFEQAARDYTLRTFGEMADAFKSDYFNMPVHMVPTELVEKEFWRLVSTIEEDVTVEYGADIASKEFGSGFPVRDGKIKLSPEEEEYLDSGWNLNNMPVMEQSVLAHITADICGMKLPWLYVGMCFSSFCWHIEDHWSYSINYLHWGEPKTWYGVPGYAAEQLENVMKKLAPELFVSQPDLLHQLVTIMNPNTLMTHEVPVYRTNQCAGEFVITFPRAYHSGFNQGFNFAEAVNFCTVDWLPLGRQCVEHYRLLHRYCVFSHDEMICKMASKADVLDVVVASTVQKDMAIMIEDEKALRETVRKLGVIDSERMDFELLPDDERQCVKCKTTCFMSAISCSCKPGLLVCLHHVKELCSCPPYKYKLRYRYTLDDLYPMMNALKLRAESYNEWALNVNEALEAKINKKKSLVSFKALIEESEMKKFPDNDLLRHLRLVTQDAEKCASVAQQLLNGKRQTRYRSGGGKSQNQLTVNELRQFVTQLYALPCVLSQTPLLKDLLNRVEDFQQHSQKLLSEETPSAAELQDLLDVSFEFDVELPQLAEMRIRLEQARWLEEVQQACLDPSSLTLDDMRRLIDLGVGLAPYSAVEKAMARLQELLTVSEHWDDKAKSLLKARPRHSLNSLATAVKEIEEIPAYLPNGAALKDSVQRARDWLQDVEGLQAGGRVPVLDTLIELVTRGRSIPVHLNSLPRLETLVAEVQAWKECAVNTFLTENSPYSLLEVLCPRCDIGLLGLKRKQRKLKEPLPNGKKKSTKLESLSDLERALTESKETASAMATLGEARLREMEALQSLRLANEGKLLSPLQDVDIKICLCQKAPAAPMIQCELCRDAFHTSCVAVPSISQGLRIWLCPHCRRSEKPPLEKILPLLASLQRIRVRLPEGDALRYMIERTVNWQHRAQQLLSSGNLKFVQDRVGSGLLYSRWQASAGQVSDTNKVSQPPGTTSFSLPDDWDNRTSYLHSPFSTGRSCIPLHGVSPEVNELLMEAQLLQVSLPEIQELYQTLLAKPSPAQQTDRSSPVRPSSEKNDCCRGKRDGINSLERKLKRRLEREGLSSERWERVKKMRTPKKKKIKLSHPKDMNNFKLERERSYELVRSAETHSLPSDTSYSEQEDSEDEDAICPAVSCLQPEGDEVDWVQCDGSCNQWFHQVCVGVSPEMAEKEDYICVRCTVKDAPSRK
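Here, H3K4me3 peptide (12.5 µM in substrate mix) is demethylated by KDM5BΔAP, 200 nM final, after 10 min compound exposure. Formaldehyde product is coupled through FDH (0.25 U/mL in mix) to NADH fluorescence; 30-min ΔRFU feeds dose-response curves.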
* hit, by the source's call; i = inactive; ? = inconclusive; [ ] = another dose, or the depositor's remark. Potency means the concentration at half of the fitted maximal effect. Some of the compounds tested. The share of hits here may be higher or lower than overall.

SMILES | KDM5B inhibitor
CCCn1cc(SCC(=O)Nc2ccc(C)cc2)c2ccccc21 | 5%
COC(=O)c1ccc(NC(=O)CSc2nnc3c4ccccc4n(C(C)C)c3n2)cc1 | ?
COc1ccc(-c2cc3nc4c(c(=O)n3[nH]2)CN(C(=O)c2ccc3[nH]ccc3c2)CC4)cc1 | 16µM*
N#CCC(=O)Nc1ccc(C(=O)OCc2ccc(Cl)cc2)cc1 | 10%
O=C(Nc1ccc(F)cc1F)Nc1cc(C(=O)NCc2cccc(F)c2)ccc1N1CCOCC1 | ?
Cc1cc(C)c2oc(-c3cccc(NC(=O)c4ccco4)c3)nc2c1 | ?
COc1ccc(-c2[nH]ncc2CN2CCC(c3ccncc3)CC2)cc1F | 9%
COc1cccc2cc(-c3cc(=O)oc4c(C)c(C)ccc34)oc12 | -7%
CC(=O)Nc1ccc(C(=O)N2CCCN(c3cc(-c4ccc(Cl)cc4)[nH]n3)CC2)cc1 | 3%
N#CCCn1cc(C(=O)Nc2ccc(F)cc2)c(-c2cccs2)n1 | 7%
N#Cc1nc(C2CC2)oc1N1CCN(Cc2ccc(Cl)cc2)CC1 | 10%
Cc1ccc(-c2c3c(=O)n(C)c(=O)n(C)c3cn2-c2cc(C)ccc2O)cc1 | ?
CC1Sc2c(C(C)(C)C)cc(C(C)(C)C)c(O)c2OC1=O (configuration not stated) | ?
Cc1ccc(N(CC(C)C)S(=O)(=O)c2nnc(NC(=O)c3cccs3)s2)cc1 | -9%
Cn1c(=O)c2ccnn2c2ccc(C(=O)NCC3CCN(Cc4cccc(F)c4)CC3)cc21 | 28µM*
O=C1c2ccccc2S(=O)(=O)N1Cc1nc(-c2cc(Cl)ccc2Cl)cs1 | -6%
Cc1cc(C)c(NC(=O)Cn2c(=O)n(CCc3ccccc3)c(=O)c3ccccc32)c(C)c1 | -6%
COc1cc(=O)n2c(c1C(=O)Nc1cccc(F)c1C)CCCC2 | 32%
O=C(O)CCCOc1ccc(C(=O)/C=C/c2ccc(C(=O)O)cc2)cc1 | 9%
CC(NC(=O)CCc1nc2sc3c(c2c(=O)[nH]1)CCC3)c1cccc(C(F)(F)F)c1 (configuration not stated) | 7%
Cc1oc(-c2nc(C#N)c(NCc3cccnc3)o2)cc1S(=O)(=O)N1CCCCCC1 | ?
CCc1c(C)sc(NC(=O)c2cccc(F)c2)c1C#N | ?
COc1ccc(NC(=O)CSc2oc(-c3cccs3)nc2S(=O)(=O)c2ccc(C)cc2)c(OC)c1 | ?
COCCOC1CN(C2CCN(Cc3ccc(C)o3)CC2)C12CCCCC2 (configuration not stated) | -25%
CC(C)n1nc(C(=O)NCCCC(=O)O)c2ccccc2c1=O | 18%
CCOc1ccc(C(C)=O)cc1COC(=O)c1ccc(C(N)=O)cc1 | 14%
Cc1ccc2oc(=O)cc(CN3CCN(CCc4ccncc4)CC3)c2c1 | -2%
COc1ccc(C2=NOC(C(=O)NCc3cccnc3)C2)cc1OC (configuration not stated) | 0%
CCOCC(=O)N1CCC2(CC1)C(OC)CN2c1cccc(F)c1 (configuration not stated) | -11%
COC(=O)CN1C(=O)CSc2ccc(S(=O)(=O)Nc3ccc(C(C)=O)cc3)cc21 | -28%
NC1CCC(n2cc(C(=O)NC3CCCN(c4ncccn4)C3)nn2)CC1 (configuration not stated) | 25µM*
Cc1cccc(CNC(=O)Nc2ccc(N3CCCCC3)nc2)n1 | ?
CCCc1cc(=O)[nH]c2nnc(SCC)n12 | -20%
CC(=O)c1ccc(NC(=O)c2cccc3c2ccn3C)cc1 | 122%[activator]
CCc1ccc(NC(=O)Cn2c(=O)n(CCCC(=O)NCc3ccccc3Cl)c(=O)c3ccccc32)cc1 | -5%
Oc1ccc(-n2nnnc2SCc2cc(Cl)c3c(c2)OCCO3)cc1 | -2%
CC(=O)c1cccc(NC(=O)CN2C(=O)CN(C)C(=O)c3ccccc32)c1 | -16%
COc1ccc(OC)c(CNC(=O)[C@H]2CCC[C@H]2NC(=O)c2ccc(OC)nc2)c1 | -5%
CNC(=S)NNC(=O)c1ccccn1 | ?
CCS(=O)(=O)Nc1ccc(C)n(CC(=O)N2CCCCCC2)c1=O | -26%
Cc1cccc(C(=O)N2CCC[C@H]2c2nc(-c3ccccc3Cl)no2)c1 | -19%
Cc1cnc(CC2CCCN(S(=O)(=O)c3ccccc3)C2)n1CC1CC1 (configuration not stated) | 4%
Cc1nc(-c2c3n(c(=O)n(CC(=O)Nc4ccc(C(C)C)cc4)c2=O)CCCCC3)no1 | 11%
O=C(c1ccc2c(c1)OCO2)N1CCC(Cc2nc(-c3cnccn3)no2)CC1 | -14%
CC1(C)CC(N2CCN(Cc3ccccc3)CC2)=CC(=[N+]2CCCCC2)C1 | ?
O=S(=O)(NC1CCc2nnc(C3CC3)n2CC1)c1cccnc1 (configuration not stated) | -5%
Cc1ccc(Cn2cc(C(=O)c3ccc(F)cc3)c(=O)c3cc4c(cc32)OCO4)cc1 | -28%
COc1ccc(-c2ccnc3nc(C4CCC4)nn23)cc1 | i
CCOC(=O)C(C)Sc1ccc2nnc(CCNS(=O)(=O)c3ccc(C)cc3)n2n1 (configuration not stated) | ?
Cc1ccc(Cl)c(OCC(=O)c2ccc3c(c2)N(CCCC(=O)NC2CC2)C(=O)CO3)c1 | ?
O=C(/C=C/c1ccc(Cl)cc1)Nc1ccccc1-c1ccccc1 | 23%
Cc1cc2oc(C(=O)NC3CCS(=O)(=O)C3)cc(=O)c2cc1C (configuration not stated) | 22%
Cc1cc(Nc2cccc(C(F)(F)F)c2)nc2ccc(NC(=O)c3ccc(=O)[nH]c3)cc12 | ?
COc1ccc(CCNC(=O)C2(c3cccs3)CCOCC2)cc1 | -21%
Cc1ccc(S(=O)(=O)c2nc(-c3ccccc3C)oc2N(C)C)cc1 | -9%
Nc1nccnc1C(=O)NCCc1ccccc1C(F)(F)F | ?
COc1ccc(CCc2nc3nccc(-c4ccc5c(c4)OCCCO5)n3n2)cc1OC | ?
CCn1cc(S(=O)(=O)N2CCC[C@H](n3c(=O)n(CC4CC4)c4cccnc43)C2)cn1 | -16%
CCOC(=O)c1ccc(NC(=S)N2CCN(CCN=CC3=C(O)CC(c4ccccc4)CC3=O)CC2)cc1 (configuration not stated) | 6%
COc1cc2ccccc2cc1C(=O)Nc1ccc2oc(-c3cc(Br)ccc3Cl)nc2c1 | -19%[11.5 µM]

(cont.)
SMILES | KDM5B inhibitor
CCOC(=O)c1c(NC(=O)CSc2cn(CCNC(=O)c3cccc(C(F)(F)F)c3)c3ccccc23)sc2c1CCC2 | 3%
CCC1Oc2ccc(C)cc2N(CC(=O)N2CCN(c3ccccc3OC)CC2)C1=O (configuration not stated) | -8%
CCOC(=O)c1noc2ncn(CC(=O)O)c(=O)c12 | -21%
Cn1ncc(C(=O)Nc2ccc(Cl)cc2)c1C(F)(F)F | -7%
CCOc1cc(-c2ccc(OC)c(OC)c2)cc(=O)c2c(C)oc(C)c12 | -15%
Cc1ccc(C(=O)O)cc1-c1ccc(C=O)o1 | ?
COC(=O)CN1C(=O)C(C)(C)c2cc(S(=O)(=O)Nc3ccc(Br)cc3F)ccc21 | -10%
CCOc1nc2ccccc2nc1N1CCC(C(=O)NC2CCCC2)CC1 | 10%
Cc1ccc(C)c(N2CCN(S(=O)(=O)c3csc(C(N)=O)c3)CC2)c1 | -12%
COC(=O)c1ccc(NC(=O)c2cc(S(=O)(=O)N3CCC(C)CC3)cn2C)cc1 | 1%
CCOCCOC1CCN(S(=O)(=O)c2ccc(OC)cc2)CC1 | 0%
Cc1nnsc1C(=O)Nc1ccc(S(=O)(=O)N2CCCCC2)cc1 | 20%
Cn1c(=O)[nH]c(=O)c2c1nc(N1CCN(CC(N)=O)CC1)n2Cc1cccc(Cl)c1 | 14%
CCN1c2cc(C(=O)Nc3cccc(C#N)c3)ccc2C(=O)N2CCCCCC21 (configuration not stated) | ?
CCn1ccc2c(OCC(=O)NCc3ccccc3)cccc2c1=O | ?
CNC(=O)CC1Sc2ccccc2NC1=O (configuration not stated) | 25%
N#Cc1ccccc1CN1CCCCCCNC(=O)CC1 | ?
CCOC(=O)c1cc(S(=O)(=O)N2CCN(c3cccc(OC)c3)CC2)[nH]n1 | ?
N#CCn1nc2n(c1=O)CCN(S(=O)(=O)c1cccc3cccnc13)CC2 | -23%
COC(=O)CCC(NC(=O)C12CC3CC(CC(C3)C1)C2)C(=O)OC (configuration not stated) | -5%
CN(C)c1cc(=O)c2ccnc(Nc3ccccn3)c2o1 | ?
Cc1noc([C@@H]2CN(C(=O)Cc3c(F)cccc3Cl)C[C@H]2CO)n1 | -8%
CC(C)(C)c1ccc(C(=O)N2CCN(C(=O)c3ccco3)CC2)cc1 | -6%
Cc1cc(C(=O)CSc2ccc(Cl)cc2)c(C)[nH]1 | -11%

Seven entries from above, arranged by their value in KDM5B inhibitor, rising:
SMILES | KDM5B inhibitor
N#CCn1nc2n(c1=O)CCN(S(=O)(=O)c1cccc3cccnc13)CC2 | -23%
Cc1cc(C(=O)CSc2ccc(Cl)cc2)c(C)[nH]1 | -11%
Cc1noc([C@@H]2CN(C(=O)Cc3c(F)cccc3Cl)C[C@H]2CO)n1 | -8%
CC(C)(C)c1ccc(C(=O)N2CCN(C(=O)c3ccco3)CC2)cc1 | -6%
COC(=O)CCC(NC(=O)C12CC3CC(CC(C3)C1)C2)C(=O)OC (configuration not stated) | -5%
Cn1c(=O)[nH]c(=O)c2c1nc(N1CCN(CC(N)=O)CC1)n2Cc1cccc(Cl)c1 | 14%
CNC(=O)CC1Sc2ccccc2NC1=O (configuration not stated) | 25%

Other compounds.
SMILES | KDM5B inhibitor
CN(C)C[C@@H]1CN(C)C[C@H]1NC(=O)c1cnccn1 | -7%
CC(C)N1CCC(CCN2C(=O)[C@H]3CN(C)C[C@H]3C2=O)CC1 | -8%
CC(C)CCN(C)C1CCc2ccccc21 (configuration not stated) | 27%[115 µM]
CSc1ccc(-c2nc(CSCC(=O)NCc3cccs3)c(C)o2)cc1 | ?
CN1CCc2c(C#N)c(N3CCOCC3)nc(NCC3CCCO3)c2C1 (configuration not stated) | ?
COCCNC(=S)N[C@H]1C[C@H]2C(=O)NC[C@@H](CCC(=O)N3CCN(c4ccccc4)CC3)N2C1 | -9%
CCn1nnc2cc(C(=O)Nc3nc(-c4ccc5c(c4)CCC(=O)N5)cs3)ccc21 | -24%
N#Cc1nc(Cc2ccccc2)oc1NCc1ccccc1Cl | -14%
Cc1cc(C)c(-n2nnnc2SCC(=O)NCCc2ccccc2)c(C)c1 | -13%
NC(=O)C1(C(=O)N2CCC3(CC2)CC(=O)N(C/C=C/c2ccccc2)C3)CC1 | -7%
Cc1ccc(Cn2nnc3c2-c2cc(F)ccc2S(=O)(=O)N(C(C)(C)C)C3)cc1 | 25%
CCNC(=O)[C@@H]1C[C@H](NC(=O)c2ccc(OC)o2)CN1Cc1nc(C)no1 | -17%

Sorted by number of heavy atoms (descending): 4 of the compounds above
SMILES | KDM5B inhibitor
CCn1nnc2cc(C(=O)Nc3nc(-c4ccc5c(c4)CCC(=O)N5)cs3)ccc21 | -24%
CCNC(=O)[C@@H]1C[C@H](NC(=O)c2ccc(OC)o2)CN1Cc1nc(C)no1 | -17%
CSc1ccc(-c2nc(CSCC(=O)NCc3cccs3)c(C)o2)cc1 | ?
CC(C)CCN(C)C1CCc2ccccc21 (configuration not stated) | 27%[115 µM]

The list goes on.
SMILES | KDM5B inhibitor
CC1CCC(NC(=O)c2ccc3c(c2)N(Cc2ccccc2)C(=O)c2ccccc2S3(=O)=O)CC1 (configuration not stated) | ?
N#Cc1cccc(-c2ccnc(N[C@H]3CO[C@H]4[C@@H]3OC[C@@H]4NC(=O)c3ccccc3)n2)c1 | ?
CC1(C)C(=O)N(CC(=O)Nc2ccc(OC(F)(F)F)cc2)c2ccccc21 | -12%
COc1cncc(N2CC3(COCC(=O)N(Cc4cccc(OC(F)(F)F)c4)C3)C2)c1 | 28µM*
Cc1ccc(Oc2ccc(NC(=O)Cn3cnnc3C#N)cc2)cc1 | -25%
COC[C@H]1C[C@@H](NC(C)=O)[C@H](O)[C@@H]1O | -28%[149 µM]
CCOc1ccc(CNC(=O)c2ccc3c(c2)sc2nc(-c4ccc(OC)cc4)cn23)cc1 | ?
COc1ccc(CC(=O)N2CC[C@H]3CC(=O)N(C4CC4)CC[C@H]3C2)cc1 | -17%[86.2 µM]
CCCCOc1ccc(CNC(=O)c2cnc3sc(N4CCCC4)nn3c2=O)cc1 | -29%
Cc1cccc(NC(=O)CCNS(=O)(=O)c2ccc3c(c2)CCN3C(=O)C2CC2)c1 | -7%
CCc1cc(N2CCN(C)C3(CCC(=O)N(C)CC3)C2)nc(N(C)C)n1 (configuration not stated) | -21%
CN(C)/C=C/C(=O)c1nn(-c2ccc(F)cc2)ccc1=O | 22%
CN(C)Cc1nnc(C2CC(NC(=O)c3nc4ccccc4[nH]3)C2)n1C (configuration not stated) | 22µM*
N#Cc1ccccc1CN1CCN(Cc2ccccc2)CC(O)C1 (configuration not stated) | ?
COc1cc(Cl)c(C)cc1NC(=O)Cn1nc2ccc(SC3CCCCC3)nn2c1=O | 19%
CCn1cc2nc(SCc3ccccc3F)n(Cc3ccc(C)cc3)c(=O)c2n1 | -19%
CCN1C(=O)C2(CCN(S(=O)(=O)c3cccc(C(F)(F)F)c3)CC2)c2ccccc21 | -20%
CCCOc1ccc(-c2nonc2NC(=O)COc2ccc(C)cc2)cc1OCCC | -1%
Cc1noc(-c2cccn3c(CNC(=O)c4cccnc4)nnc23)n1 | 28µM*
CCS(=O)(=O)N1CCc2cc(C(=O)Nc3cc(OC)c(Cl)cc3OC)ccc21 | ?
